RBX1-CUL1 inh = inhibitors of human ROC1-CUL1 ubiquitin ligase activity; in vitro K48 di-Ub FRET, acceptor:donor ratio, 45 min; E3 ubiquitin-protein ligase RBX1 (Homo sapiens) + Cullin-1 (Homo sapiens), P62877+Q13616; inhibition, % at 10 µM; 0.6% of 140,000 active; AID 1347404, 2020; in the data active = inhibition above about 25%
Target sequence (P62877 whole entry, looked up): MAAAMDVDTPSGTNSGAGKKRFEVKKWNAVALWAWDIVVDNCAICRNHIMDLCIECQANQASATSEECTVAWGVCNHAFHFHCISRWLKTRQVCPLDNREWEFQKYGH
Target sequence (Q13616 whole entry, looked up): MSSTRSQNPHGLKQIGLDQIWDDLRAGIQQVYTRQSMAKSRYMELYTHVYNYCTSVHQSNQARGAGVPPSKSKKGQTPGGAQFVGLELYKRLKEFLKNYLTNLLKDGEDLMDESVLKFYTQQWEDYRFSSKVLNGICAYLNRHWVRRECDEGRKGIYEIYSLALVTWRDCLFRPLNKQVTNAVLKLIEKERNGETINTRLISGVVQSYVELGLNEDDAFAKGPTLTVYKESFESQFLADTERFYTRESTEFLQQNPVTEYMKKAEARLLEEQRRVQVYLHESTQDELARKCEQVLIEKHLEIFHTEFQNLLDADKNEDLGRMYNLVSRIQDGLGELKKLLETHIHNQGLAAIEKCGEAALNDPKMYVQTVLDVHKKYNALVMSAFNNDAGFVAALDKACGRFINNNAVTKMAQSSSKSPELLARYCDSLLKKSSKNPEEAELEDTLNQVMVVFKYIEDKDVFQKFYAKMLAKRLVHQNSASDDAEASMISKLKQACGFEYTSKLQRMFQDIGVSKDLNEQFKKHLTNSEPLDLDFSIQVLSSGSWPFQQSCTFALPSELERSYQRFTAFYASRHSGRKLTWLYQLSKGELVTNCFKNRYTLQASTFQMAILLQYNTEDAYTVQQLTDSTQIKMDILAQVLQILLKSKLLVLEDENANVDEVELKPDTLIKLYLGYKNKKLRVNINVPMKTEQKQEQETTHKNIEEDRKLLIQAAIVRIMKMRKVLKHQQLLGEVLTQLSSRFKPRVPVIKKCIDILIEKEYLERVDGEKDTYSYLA
An asterisk follows results filed as active. Not all compounds are listed (hit frequency here may not be typical).

RBX1-CUL1 inh	structure
0.5	CC#CCN1C(=O)NC(CCc2ccccc2)(C2CCN(C/C=C/c3ccccc3)CC2)C1=O (stereo not given)
0.8	N/N=C(\C(=O)O)c1ccccc1N
-5.5	CC1CCN(S(=O)(=O)c2ccc3c(c2)N(CC(=O)N(C)Cc2ccccc2)C(=O)CO3)CC1
13.2	CCOC(=O)c1c(-c2ccc(OC)c(OC)c2)csc1-n1c(C)ccc1C
1.1	Cc1ccc2c(c1)SCc1ccccc1C2(c1ccccc1)N1CCCCC1 (stereo not given)
-3.8	Cc1nn(C)c(C)c1CCC(=O)N1CCc2[nH]nc(-c3ccccc3F)c2C1
3.0	O=C(Nc1ccc2c(c1)OCCO2)c1cccc(OC(F)(F)C(F)F)c1
-8.5	COc1cccc(-n2c(-c3ccco3)nc3c(cnn3-c3ccc(Cl)cc3)c2=O)c1
-5.1	COCCCNC(=O)c1sc2nc(C)c(C(=O)Nc3ccc(Cl)cc3)c(-c3ccc(Br)cc3)c2c1N
-4.9	O=C(Nc1nc(-c2ccc(S(=O)(=O)N3CCOCC3)cc2)cs1)C1COc2ccccc2O1 (stereo not given)
0.8	COc1ccc(COC(=O)C2C(C)=NC(=O)CC2c2cccc(Cl)c2Cl)cc1 (stereo not given)
1.8	Cc1ccc(-n2nnnc2-c2cn(S(=O)(=O)c3ccc(C)cc3)c3ccccc3c2=O)cc1
-3.9	COc1ccc(C(=O)Oc2ccc(Br)c3ccccc23)cc1[N+](=O)[O-]
-2.1	CC1CN(C(=O)/C=C/c2ccc(F)cc2)C(C)CN1C(=O)/C=C/c1ccc(F)cc1 (stereo not given)
2.1	Cc1cccc(/C=N/NC(=O)c2cccc([N+](=O)[O-])c2)c1
-1.2	CCN(CC)CCNc1nc2nonc2nc1NC1CC1
-2.5	CN1C(=O)C(=Cc2ccc(OCc3ccccc3F)cc2)C(=O)N(C)C1=S
-9.1	C(=C\c1cc2ccccc2o1)/c1ccccc1
-6.8	Cc1cc(C)c2c(=O)c3c(oc2c1)C(=O)N(Cc1ccco1)C3c1ccccc1F (stereo not given)
4.8	COc1c(C)c(C)c(OC)c2c1C(=O)c1ccccc1C2=O
-9.4	O=C(/C=C/c1ccc(Cl)c(Cl)c1)Nc1c(F)c(F)c(F)c(F)c1F
-3.9	COc1ccc(-c2cc(=O)c3c(OC)cc(OC)c(-c4cc(-c5cc(=O)c6c(OC)cc(OC)cc6o5)ccc4OC)c3o2)cc1
7.9	O=C(Cn1cc(C(=O)C2CC2)c2ccccc21)Nc1ccc(Br)cc1
10.8	O=C(NC1(C(Cl)(Cl)Cl)OCCO1)c1ccc(F)cc1
1.9	COCn1nc(CO)cc1-c1ccc(C)cc1
-0.1	CCOC(=O)c1c(-c2ccc(F)cc2)csc1NC(=O)CSc1nc2scc(-c3ccc(C)cc3)c2c(=O)n1-c1ccccc1
1.1	CCn1cc(S(=O)(=O)c2cccc(Cl)c2)c(=O)c2cc(F)c(N3CCN(C)CC3)cc21
5.2	Cc1ccc(C(c2ccc(C)o2)c2ccccc2N)o1
-13.8	CC1=NC(=S)NC(c2cccc(Cl)c2)C1C(=O)Nc1ccc(C)cc1 (stereo not given)
-3.7	CCC(=O)c1cccc(C(=O)Oc2ccccc2)c1

Reprinted from the part before: seven entries; new compounds follow.
RBX1-CUL1 inh	structure
10.8	O=C(NC1(C(Cl)(Cl)Cl)OCCO1)c1ccc(F)cc1
1.9	COCn1nc(CO)cc1-c1ccc(C)cc1
-0.1	CCOC(=O)c1c(-c2ccc(F)cc2)csc1NC(=O)CSc1nc2scc(-c3ccc(C)cc3)c2c(=O)n1-c1ccccc1
1.1	CCn1cc(S(=O)(=O)c2cccc(Cl)c2)c(=O)c2cc(F)c(N3CCN(C)CC3)cc21
5.2	Cc1ccc(C(c2ccc(C)o2)c2ccccc2N)o1
-13.8	CC1=NC(=S)NC(c2cccc(Cl)c2)C1C(=O)Nc1ccc(C)cc1 (stereo not given)
-3.7	CCC(=O)c1cccc(C(=O)Oc2ccccc2)c1
1.5	O=C1CCC(CCNCc2cc3c(cc2Cl)OCO3)N1CC(c1cccnc1)N1CCOCC1 (stereo not given)
-7.8	COC(=O)NN1C(=O)c2ccccc2C1=O
1.2	O=C(CCn1c(=O)c2ccccc2n(Cc2cccc(F)c2)c1=O)NCc1ccc2c(c1)OCO2
1.0	CCc1ccc(C2N(c3ccc(C)cc3)N=C(C(C)=O)N2c2ccc(F)cc2)cc1 (stereo not given)
15.3	O=c1[nH]n(-c2cccc(Cl)c2)c(O)c1C=C1C=NN=C1c1ccc(F)cc1
-5.6	CCc1ccc(OCCn2c(C3CC(=O)N(Cc4ccc(F)cc4)C3)nc3ccccc32)cc1 (stereo not given)
-0.4	O=C1N(Cc2ccccc2)c2c(Cl)cccc2C12OCCCO2
0.9	Cc1ccc(C2=Nc3ccccc3N(C(=O)c3ccccc3)C(C)C2)cc1 (stereo not given)
-8.4	CC(C)(C)c1ccc(S(=O)(=O)Nc2cc(Cl)ccc2Cl)cc1
-3.0	Fc1ccc(OCc2nn3c(-c4ccc(C(F)(F)F)cc4)nnc3s2)cc1
-4.8	CCCCSc1nc2scc(-c3ccc(Cl)cc3)c2c(=O)[nH]1
2.3	CCOc1ccc(C(=O)c2c(N)c(-c3nc(-c4ccc(OCC)cc4)cs3)c3ccccn23)cc1
2.0	Cc1ccc(NC(=O)CCCn2c(=O)c3cccn3c3cccnc32)c(Cl)c1
2.8	CCCCN1C(=O)C(=C/C=C/c2ccccc2)C(=O)N(CCCC)C1=S
-6.2	CCOC(=O)c1c(NC(=O)CSc2nc3scc(-c4ccc(F)cc4)c3c(=O)n2-c2ccccc2)sc(C(=O)OC)c1C
1.9	COc1cccc(-c2n[nH]c3c2CN(C(=O)C2=C(C)OCCO2)CC3)c1
5.7	CN(C)C1CCN(c2nc3nonc3nc2NC2CCCC2)C1 (stereo not given)
5.9	Cc1ccc(NC(=O)C23CCC(C)(C(=O)O2)C3(C)C)c(C)c1 (stereo not given)
-6.2	COC(=O)C#Cc1ccc(Br)cc1
-3.4	COc1cc(/C=N\NC(=O)c2c(C)nc3sccn23)ccc1O
-3.7	CCn1ccc2cc(S(=O)(=O)N3CCC(C(=O)NCCc4ccc(SC)cc4)CC3)ccc21
7.2	COc1ccccc1C(=O)Nc1ccc(S(=O)(=O)Nc2ccccc2)cc1
7.6	CCn1cc(NC(=O)Cn2cc(-c3cnn4cccnc34)cn2)nn1
4.1	CCCCCCc1ccc(-c2nc(Cc3ccccc3)no2)cc1
-1.3	O=C(NNC(=S)Nc1ccccc1)c1ccc(NC(=O)C2CC2)cc1
9.3	COc1ccc(CCNC2CCN(c3ccc(C(=O)NC(C)c4ccccc4)cc3)CC2)cc1 (stereo not given)
0.4	CCOC(=O)c1oc2ccc(C=NC(C)(C)C)c(Cl)c2c1C
3.2	O=C(Nc1ccc(Nc2ccc([N+](=O)[O-])cc2[N+](=O)[O-])cc1)c1ccccc1
-1.8	COCCNC(=O)CCC1CCN(Cc2ccc(F)c(OC)c2)CC1
-0.3	O=C(O)CSc1nc2c(cnn2-c2ccccc2)c(=O)n1-c1ccccc1

In a second layout: results already given.
molecule: Fc1ccc(OCc2nn3c(-c4ccc(C(F)(F)F)cc4)nnc3s2)cc1
  RBX1-CUL1 inh = -3.0
molecule: CCCCSc1nc2scc(-c3ccc(Cl)cc3)c2c(=O)[nH]1
  RBX1-CUL1 inh = -4.8

Next section.
RBX1-CUL1 inh	structure
-7.4	O=C(COCc1cc(-c2cccs2)on1)Nc1cccc(Cl)c1Cl
9.3	CCCCCCSc1nnc2c(n1)OC(c1ccc(C)o1)N(C(C)=O)c1ccccc1-2 (stereo not given)
-1.6	CCOC(=O)c1ccc(NC(=O)CCCn2c(=O)c3cccn3c3cccnc32)cc1
-4.9	CC1=Nc2nc(SCc3ccc(Cl)cc3)nn2C(C(C)C)C1C(=O)Nc1ccc(Cl)cc1 (stereo not given)
2.9	CCN(CC)S(=O)(=O)c1ccc(NC(=S)NC(C)=O)cc1
17.9	Cc1ccccc1NC(=O)Cn1cc(S(=O)(=O)N2CCCC2)c(S(=O)(=O)N2CCCC2)c1
3.0	COc1ccc(Sc2ccccc2CN(C)C)cc1OCc1ccccc1
2.6	CC(=O)NS(=O)(=O)c1ccc(NC(=O)/C=C/c2c(Cl)cccc2Cl)cc1
-15.3	COc1ccc(NC(=O)CN(Cc2ccccc2)S(=O)(=O)c2ccc3nc(C)sc3c2)cc1
9.3	CCCN1CCC(NC(=O)C(C)Oc2cccc(Br)c2)CC1 (stereo not given)
-1.6	CCOC(=O)C1(Cc2ccccc2F)CCCN(C(=O)c2snnc2C)C1 (stereo not given)
-3.4	Cc1cc(C)cc(NC(=O)CCc2c(C)nc3c(c2C)c(=O)n(C)c(=O)n3C)c1
1.1	CCOc1cc(/C=N/NC(=O)c2ccncc2)ccc1OCCSc1ccc(Cl)cc1
-5.5	COc1ccc(OC)c(NC(=O)c2ccncc2)c1
8.3	CN(Cc1ccccc1)C(=O)c1cc2c(ccc3ccccc32)oc1=O
8.1	CN1CCN(CCCCOc2ccc(Cl)cc2Br)CC1
4.8	CC(C)(C)CN1CCC(C2CCN(C(=O)c3ccnnc3)CC2)C1 (stereo not given)
0.4	COc1cc(/C=N/NC(=O)CCc2ccccc2)c([N+](=O)[O-])cc1OC
-0.4	O=C1CCC(CCC(=O)N2CCCC(Nc3ccccc3)C2)=NN1 (stereo not given)
-0.5	Cc1ccc(CNC(=O)COc2ccccc2)cc1
4.4	O=C(NCC(c1cccnc1)N1CCc2ccccc21)C(=O)Nc1ccccc1F (stereo not given)
-2.3	COc1ccc(NC(=O)CSc2nc3ncccc3[nH]2)c(OC)c1
-6.6	CCOc1cc(/C=C2\C(=O)ON=C2C)ccc1O
-0.3	CCOc1ccc(OCC)c(NS(=O)(=O)C2C(=O)NC(=O)N=C2C)c1 (stereo not given)
-2.6	COCCC(=O)N1CCC2(CCCN(Cc3cccc(F)c3F)C2)C1 (stereo not given)
0.6	C=C1c2cc(OC)c(OC)cc2CCN1C(=O)OC(C)(C)C
-9.6	Cc1cc(C)cc(NC(=O)CSc2oc(-c3cccs3)nc2S(=O)(=O)c2ccccc2)c1
-9.5	O=C1O[C@@H]2CN(Cc3cccc4c3OCO4)C[C@@H]2N1CCc1ccc(F)cc1
8.7	CCN1CCN(CC(=O)NC2CCCN(Cc3ccc(Cl)cc3)C2)CC1 (stereo not given)
-1.2	CCC1CCCCN1S(=O)(=O)c1cc2c3c(c1)CC(=O)N3CCC2 (stereo not given)

RBX1-CUL1 inh	structure
-7.4	Cc1sc(N)c2c(=O)oc3c4ccccc4ccc3c12
-4.1	Cc1ccccc1CSc1ncc(CO)n1Cc1ccc(F)cc1
-5.1	CCOC(=O)c1c(N2C(=N)C(C#N)C(c3ccc([N+](=O)[O-])cc3)C3=C2CC(C)(C)CC3=O)sc2c1CCCC2 (stereo not given)
4.6	COc1ccc(-c2nc(S(=O)(=O)c3ccccc3)c(N3CCCCC3)o2)cc1
-5.5	O=C(/C=C/c1c(Cl)cccc1Cl)N1CCN(c2ccc(F)cc2)CC1
-3.2	CC(=O)c1ccc(Oc2cc(C)nc(-c3ccc(Br)cc3)n2)cc1
-1.7	CC(=O)c1cccc(NC(=O)CC(c2ccccc2)c2ccccc2)c1
-5.2	Cc1ccn(CCC(=O)NCc2nc(NCc3cccc(C(F)(F)F)c3)c3ccccc3n2)n1
-2.6	CC(CN(C(N)=O)c1ccccc1O)C(=O)O (stereo not given)
-0.1	O=C(CCc1ccccc1)Nc1ccc(Cl)cc1
5.0	O=C(NCc1cccc(F)c1)c1cccc(NC(=O)c2nsc3ccccc23)c1

Three records drawn at random from those above:
RBX1-CUL1 inh	structure
-4.1	Cc1ccccc1CSc1ncc(CO)n1Cc1ccc(F)cc1
-2.6	CC(CN(C(N)=O)c1ccccc1O)C(=O)O (stereo not given)
-5.2	Cc1ccn(CCC(=O)NCc2nc(NCc3cccc(C(F)(F)F)c3)c3ccccc3n2)n1

Bioassay records deposited in PubChem BioAssay by Icahn School of Medicine at Mount Sinai.
